Screening data as filed in PubChem BioAssay.
JMJD2A Tudor: blocks the human JMJD2A Tudor domain; actives 4.4% (n = 390,000); AlphaScreen JMJD2A-Tudor / H3K4me3 peptide binding; O75164; Potency, µM (highest dose often 114 µM), for the others: at the highest dose activity change, negative = inhibition, hits mostly inhibitors; AID 504339; further: potency means the concentration at half of the fitted maximal effect; on the % scale 0 is the no-effect control and ±100 the full control effect; nearly all actives have a fitted effect of over 50% in size
BAZ2B inh: inhibitors of human BAZ2B bromodomain; Q9UIF8; Potency, µM (doses to about 114 µM), without a hit: at the highest dose activity change, negative = inhibition, most hits filed as inhibitors; AlphaScreen BAZ2B-H3K14Ac peptide displacement; actives 4.4% (n = 360,000); further: potency means the concentration at half of the fitted maximal effect; on the % scale 0 is the no-effect control and ±100 the full control effect; nearly all actives have a fitted effect of over 60% in size
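Complex of BAZ2B and biotin-H3K14Ac (50 nM apiece) forms over 30 min at RT, then faces library compounds up to 110 uM for another 30 min; AlphaScreen beads added, 20 min dark incubation, luminescence read.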
POLH inh: inhibitors of human DNA polymerase eta; Q9Y253; recombinant Pol eta, fluorescent DNA replication assay; Potency, µM (top dose mostly 114 µM), without a hit: top-dose activity change, negative = inhibition, hits mostly inhibitors; actives 1.2% (n = 390,000); AID 588591; further: potency means the concentration at half of the fitted maximal effect; on the % scale 0 is the no-effect control and ±100 the full control effect
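Pol eta at 10 nM preincubated with compounds 15 min at room temperature; reaction started with fluorescent substrate (50 nM final) and read kinetically at 0 and 10 min.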
GLS inhibitor: inhibitors of human glutaminase (GLS). AID 624170. GLS enzymatic activity, qHTS titration. actives 0.21% (n = 410,000). O94925. Potency, µM (top dose mostly 45.5 µM), without a hit: at the top dose activity change, negative = inhibition, actives largely listed as inhibitors; further: potency means the concentration at half of the fitted maximal effect; on the % scale 0 is the no-effect control and ±100 the full control effect
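hKGA in 45 mM KH2PO4 (pH 8.2), 0.02% Tween-20 with compound, then 1mM L-Glutamine (stock as added) plus glutamate oxidase/HRP/Amplex red coupling mix. Fluorescence read initially and after 30 min at RT; signal change reflects glutamate formation.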
PGK inhibitor: T. brucei PGK inhibition. P07378. PGK/GAPDH coupled, Kinase-Glo luminescence, 60 min. Potency, µM (doses to about 57.5 µM), without a hit: at the highest dose activity change, negative = inhibition, hits mostly inhibitors. actives 0.043% (n = 380,000). AID 602233; further: potency means the concentration at half of the fitted maximal effect; on the % scale 0 is the no-effect control and ±100 the full control effect; nearly all actives have a fitted effect of over 60% in size
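Luminescent ATP detection (Kinase-Glo Plus) follows a 60-minute room-temperature incubation, with wells lacking PGK as controls. Buffer: 100 mM TEA (pH 7.6), 5 mM MgCl2, 0.01% Tween-20. Coupling enzyme GAPDH (100 nM final) supplies unstable 1,3-BPG in-well.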
HP1b binding inh: HP1-beta chromodomain-methylated histone interaction inhibition; P83916; AlphaScreen HP1-beta / biotin-H3K9me3 peptide binding; Potency, µM (top dose mostly 114 µM), without a hit: top-dose activity change, negative = inhibition, usual class: inhibitors; actives 0.56% (n = 390,000); AID 540317; further: potency means the concentration at half of the fitted maximal effect; nearly all actives have a fitted effect of over 70% in size; inactives centre near 23
Target sequence (P83916 whole entry, looked up): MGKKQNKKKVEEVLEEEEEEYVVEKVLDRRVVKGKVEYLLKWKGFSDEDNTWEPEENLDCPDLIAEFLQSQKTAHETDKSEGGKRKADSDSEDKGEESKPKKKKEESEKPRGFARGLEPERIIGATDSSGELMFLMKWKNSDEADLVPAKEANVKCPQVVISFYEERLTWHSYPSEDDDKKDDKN
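HP1-beta protein (50 nM final) preincubated 30 min at room temperature with biotinylated H3(1-18)K9me3 peptide (50 nM) in PBS pH 7.4, 0.01% Tween-20, then compound added for 30 min. AlphaScreen streptavidin donor/nickel chelate acceptor beads (10 ug/mL final), 30 min dark, luminescence read.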
Pin1 inhibitor: inhibitors of human Pin1. Q13526. Pin1 FP peptide displacement, HiFluor488, 10 min. Potency, µM (highest dose often 115 µM), inactives show top-dose activity, negative = inhibition, hits mostly inhibitors. actives 0.009% (n = 390,000). AID 504891; active means well fitted inhibition curve with a large enough effect in the polarisation, with a control signal flat, not every such curve was filed as active; inconclusive means small, poorly fitted or top-dose-only effect, or effect the other way, or a change in a side signal; inactive means no such curve, though single readings can be large or run the other way; the % refers to the polarisation; further: potency means the concentration at half of the fitted maximal effect; on the % scale 0 is the no-effect control and ±100 the full control effect
Target sequence (Q13526 whole entry, looked up): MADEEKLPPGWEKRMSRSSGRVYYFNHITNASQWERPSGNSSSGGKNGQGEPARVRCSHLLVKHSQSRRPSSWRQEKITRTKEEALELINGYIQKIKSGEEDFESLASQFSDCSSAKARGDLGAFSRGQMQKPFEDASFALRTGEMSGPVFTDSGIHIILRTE
PI4K2A block: PI4K2A (human) kinase inhibition. Q9BTU6. purified PI4K2A, ADP-Glo luminescence, 1 h; active compounds read low. activity change, negative = inhibition, % at 76.9 µM. actives 0.13% (n = 420,000). AID 1346378; in the data active means activity change below about -50%; inconclusive means mostly about -30% to -49%;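 further: -100% = wells without enzyme as full effect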
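Compounds are screened against recombinant PI4K2A using PI as substrate and ATP, the latter dispensed at 300 microM. Reactions run one hour at ambient temperature before ADP-Glo detection; full inhibition defined by wells lacking enzyme.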
G9a block: G9a (human) methyltransferase inhibition; actives 8.8% (n = 350,000); Q96KQ7; Potency, µM (top dose mostly 102 µM), inactives show at the highest dose activity, negative = inhibition, actives largely listed as inhibitors; G9a H3K9 monomethylation, AlphaScreen, 2 h; further: potency means the concentration at half of the fitted maximal effect; on the % scale 0 is the no-effect control and ±100 the full control effect; nearly all actives have a fitted effect of over 75% in size
Target sequence (Q96KQ7 913-1193 limits assumed): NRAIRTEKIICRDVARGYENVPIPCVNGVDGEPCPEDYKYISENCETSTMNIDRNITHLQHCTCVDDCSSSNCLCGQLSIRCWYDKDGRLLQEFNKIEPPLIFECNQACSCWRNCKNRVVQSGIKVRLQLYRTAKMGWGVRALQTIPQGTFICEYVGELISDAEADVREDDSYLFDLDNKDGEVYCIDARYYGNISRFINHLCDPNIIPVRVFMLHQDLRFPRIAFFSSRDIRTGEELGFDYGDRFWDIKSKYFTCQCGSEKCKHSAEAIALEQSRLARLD
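Readings reflect AlphaScreen signal from monomethyl-H3K9 antibody detection. HMT at 20 nM; substrate b-H3K9 500 nM; cofactor SAM 20 uM; 2 h RT reaction; compounds tested as titrations in qHTS with 15 min preincubation.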
Starred values were filed as active, the others as inactive; i = inactive; ? = inconclusive; · = no result given; & = joins results of further samples; [ ] = remark or other dose. Unless noted, the call rests on the fitted dose curve; in most records, active means well fitted curve in the direction sought with a large enough effect; inconclusive means small, poorly fitted or top-dose-only effect, or another doubt; inactive means no such curve, though single readings can be large; an effect the other way counts as inactive or inconclusive.

SMILES	JMJD2A Tudor	BAZ2B inh	POLH inh	GLS inhibitor	PGK inhibitor	HP1b binding inh	Pin1 inhibitor	PI4K2A block	G9a block
Cc1cc(=O)[nH]c(N/N=C/c2c(C)nn(-c3ccccc3)c2C)n1	-11%	-23%	-9%	9%	-6%	16%	-13%	-8	25µM*
Cc1onc(-c2ccccc2)c1CNC(=O)Nc1ccccc1	-8%	0%	-6%	-2%	-3%	28%	-5%	0	·
CCCCC1C(=O)NN(c2ccccc2)C1=O (centres undefined)	-14%	·	-19%	12%	2%	-7%	-3%	-3	·
CCC(=O)N=c1sc2cc(F)cc(F)c2n1C	-8%	·	0%	13%	-9%	30%	-3%	0	·
CCCCN(Cc1ccccc1)S(=O)(=O)c1cc2c(cc1Br)CC(C)N2C(C)=O (centres undefined)	-13%	·	-26%	2%	-4%	38%	?	3	·
CCn1cc(CN2CCC(C(=O)Nc3ccc(Oc4ccccc4F)cc3)CC2)c(C)n1	-10%	-12%	-16%	-3%	i	8%	4%	2	·
c1ccc(N2N=C(c3cccs3)CC2c2ccco2)cc1 (centres undefined)	356%[activator]	225%[activator]	-9%	18%	2%	·	6%	6	223%[activator][59 µM]
CC(C)CCNC(=O)CN(CCN1CCOCC1)C(=O)Cn1nnc(-c2ccc(F)cc2)n1	8%	2%	-2%	0%	-10%	33%	-4%	8	-12%[59 µM]
CC1=C(C(=O)OCc2ccccc2)C(c2ccc([N+](=O)[O-])cc2)NC(=O)N1CCCCCC(=O)O (centres undefined)	-12%	-6%	-10%	9%	i	30%	0%	-1	?
COc1ccccc1CNN	40µM*	?	-15%	?	-9%	-2%	18%	-9	25µM*
Cc1ccc(-n2c(SCC(=O)Nc3ccc(N4CCOCC4)cc3)nc3ccccc3c2=O)cc1	-4%	-28%	-15%	-13%	-6%	40%[activator]	-5%	10	12%[59 µM]
N#C/C(=C\c1ccccn1)c1ccccn1	-12%	-16%	-2%	-11%	-8%	22%	4%	-1	32%[activator]
CNS(=O)(=O)c1cn(CC(=O)Nc2cccc(C(F)(F)F)c2)cc1S(=O)(=O)NC	0%	-1%	-15%	-15%	-1%	34%	1%	-1	4%[59 µM]
Cc1cccc(C)c1NC(=O)CSc1nnc(Cn2nnc(-c3ccccc3)n2)n1-c1ccccc1	-19%	-11%	-15%	-2%	16%	15%	2%	4	-19%
Cc1cc(C)cc(OC(C)C(=O)Nc2c(C(=O)c3ccccc3)oc3ccccc23)c1 (centres undefined)	42%[activator]	6%	-6%	-8%	-7%	86%[activator]	0%	-4	44%[59 µM]
CNc1c(NS(=O)(=O)c2ccc(C(C)(C)C)cc2)c(=O)oc2ccccc12	-13%	2%	-1%	-16%	-8%	10%	0%	2	18%
O=C(CSc1nc2ccccc2nc1SCC(=O)N1CCOCC1)N1CCOCC1	-11%	8%	-11%	6%	-1%	17%	-1%	6	?
CC(C)OCCCNC(=O)c1ccc(NC(=O)C2=CSCCO2)cc1	-11%	-14%	-10%	-9%	-2%	49%[activator]	-5%	12	19%
Cc1ccc2[nH]c(=O)c(C(c3nnnn3CC3CCCO3)N3CCc4ccccc4C3)cc2c1 (centres undefined)	-28%	?	0%	-2%	-9%	37%	-11%	-1	2µM*
COCCN1CCn2c(nc3cc(NC(C)=O)ccc32)C1	-18%	-15%	-2%	3%	·	40%[activator]	1%	-3	35µM*
Cc1nc2cc(NC(=O)NC3CC3)ccc2n1C	-4%	-32%	4%	-14%	-4%	17%	1%	1	·
O=[N+]([O-])c1ccccc1S(=O)(=O)NCCC1=CCCCC1	?	?	-7%	8%	-3%	-12%	-3%	2	-29%[59 µM]
COc1ccc(CN2CCN(Cc3cc(=O)oc4cc(C)ccc34)CC2)c(OC)c1OC	?	-25%&-30%	-23%&-14%	-6%&7%	-1%&-4%	7%&20%	11%&-1%	4&-14	-26%
COc1ccc(CNC(=O)C(C)Sc2nc3ccccc3c(=O)n2CC2CCCO2)cc1 (centres undefined)	0%	4%	-21%	-5%	-9%	27%	-2%	5	11%[12.7 µM]
CCCCCC1=C(C(=O)OC)C(C(=O)OCC)N(S(=O)(=O)C(F)(F)F)c2ccccc21 (centres undefined)	38%[activator]	·	-22%	-3%	5%	129%[activator]	?	2	100%[activator][59 µM]
COc1ccc(NC(=O)CN2CCC(NC(=O)C3CCCCC3)CC2)c([N+](=O)[O-])c1	-7%	-21%	5%	3%	6%	32%	0%	-1	25%
Cc1nc(N)nc(SCc2ccc([N+](=O)[O-])cc2)c1N	-19%	?	-18%	15%	·	24%	-5%	-2	-2%[12.7 µM]
CN(C)CCN(C(=O)c1cccc(Cl)c1)c1nc2c(Cl)cccc2s1	?	2%	-24%	9%	2%	-11%	4%	-2	45µM*
CCc1ccc(/C=C2\C(=N)N3N=C(CC(=O)N4CCCCC4)SC3=NC2=O)cc1	1%	?	-7%	-5%	-1%	40%[activator]	-5%	-1	2%
O=C(O)c1ccc(N=Nc2c(O)[nH]c3cc(Cl)ccc23)cc1	-23%	-39%	?	-10%	0%	11%	65%[activator]	-2	23%[59 µM]
CN(/N=C/c1cc(Br)cc(Br)c1O)c1ccccc1	-5%	-27%	-17%	-1%	9%	48%[activator]	-7%	0	?
Cc1ccc(OCC(=O)OCC(=O)NC2CCCC2)cc1C	-1%	0%	-11%	0%	-2%	39%[activator]	7%	-5	4%[2.33 µM]
O=C1c2ccccc2C(=O)N1CCc1nc2ccccc2c(=O)n1Cc1ccco1	2%	0%	-22%	-1%	2%	30%	0%	-7	-29%[59 µM]
O=C(NCC(=O)N1CCCC1C(=O)O)OC1CCCCC1 (centres undefined)	6%	9%	-15%	-15%	i	36%[activator]	-6%	0	?
Cc1ccc(CN2CCCN(C)CC2)c(C)c1	3.2µM*	56µM*	-3%	-9%	-7%	?	1%	-5	3.5µM*
Cc1ccc(C(=O)Nc2ccccc2C(=O)O)cc1S(=O)(=O)Nc1ccccc1	-5%	1%	-4%	13%	i	27%	?	-1	-7%[59 µM]
O=C(O)c1ccc(COc2ccccc2C=C2C(=O)c3ccccc3C2=O)cc1	-11%	-2%	?	-10%	4%	8%	-12%	?	1%[59 µM]
CC(C)CC(=O)OC1C(N2CCOCC2)c2c(ccc(/C=C/C(=O)N3CCOCC3)c2O)OC1(C)C (centres undefined)	-18%	-23%	-19%	15%	-10%	-2%	2%	1	?
O=C(NNC(=O)c1ccc([N+](=O)[O-])cc1)c1ccncc1	-8%	4%	-10%	-4%	10%	26%	-10%	2	-5%[59 µM]
O=[N+]([O-])c1ccc(O)c(N=Cc2sc3ccccc3c2O)c1	45µM*	14µM*	-13%	26%	-10%	-35%	?	-1	45µM*
COC(=O)[C@]1(C)N[C@H](CN(C)C(=O)COc2ccccc2)[C@@H]2C(=O)N(C)C(=O)[C@@H]21	-24%	·	-7%	-2%	-7%	54%[activator]	0%	1	·
Cn1c(N)c(N=Nc2ccc(S(N)(=O)=O)cc2)c(=O)n(C)c1=O	-14%	-14%	-7%	-2%	-3%	36%	4%	-7	-12%
CCOc1ccccc1CNC(=O)c1c([N+](=O)[O-])c(C)nn1C	-11%	0%	-19%	-11%	-4%	40%[activator]	-3%	-3	11%[59 µM]
Cc1ccc(-n2nnc(-c3nsc(NC(=O)c4ccccc4)n3)c2C)cc1	-32%	8%	?	6%	i	22%	14%	-5	-3%[59 µM]
CN(C)c1ccc(SC#N)cc1	-18%	-21%	8%	0%	-1%	23%	-1%	0	50µM*

No new results follow: entries from further up.
SMILES	JMJD2A Tudor	BAZ2B inh	POLH inh	GLS inhibitor	PGK inhibitor	HP1b binding inh	Pin1 inhibitor	PI4K2A block	G9a block
Cc1cc(=O)[nH]c(N/N=C/c2c(C)nn(-c3ccccc3)c2C)n1	-11%	-23%	-9%	9%	-6%	16%	-13%	-8	25µM*
Cc1onc(-c2ccccc2)c1CNC(=O)Nc1ccccc1	-8%	0%	-6%	-2%	-3%	28%	-5%	0	·
CCCCC1C(=O)NN(c2ccccc2)C1=O (centres undefined)	-14%	·	-19%	12%	2%	-7%	-3%	-3	·

The list continues:
SMILES	JMJD2A Tudor	BAZ2B inh	POLH inh	GLS inhibitor	PGK inhibitor	HP1b binding inh	Pin1 inhibitor	PI4K2A block	G9a block
COc1cccc(Nc2nc(NCC3CCCO3)c3ccccc3n2)c1 (centres undefined)	-35%	-31%	-12%	0%	i	-6%	-5%	4	45µM*
CCOC(=O)c1ccccc1NC(=O)Nc1ccc(OC)c(OC)c1	10%	-1%	-14%	1%	-6%	52%[activator]	?	0	?
Cn1cccc1CC(=O)N/N=C/c1cccc2ccccc12	-26%	-14%	-10%	3%	-6%	12%	14%	-6	-36%[12.7 µM]
Cc1ccc(C(C)C)cc1S(=O)(=O)Nc1ccncc1	-2%	-8%	-2%	1%	·	39%[activator]	-5%	-1	?
COc1ncnc2c1ncn2CCCN(C)Cc1ccco1	·	·	0%	2%	i	·	·	-4	·
O=C(CCc1ccccc1)NCc1ccncc1	-13%	2%	5%	-1%	-5%	27%	-2%	2	-1%[59 µM]
O=C(Nc1ccc(F)c(F)c1)NC1CCCCC1	11%	-3%	-7%	-1%	11%	32%[activator]	3%	-11	0%[59 µM]
O=C(CNc1cc(S(=O)(=O)N2CCOCC2)ccc1NCC1CCCO1)Nc1ccccc1F (centres undefined)	-11%	-20%	-12%	25%	5%	19%	13%	1	14%
Cc1ccccc1NC(=S)NCCC(c1ccccc1)c1ccccc1	?	-32%	?	13%	-9%	-18%	1%	7	-26%[59 µM]

A portion of the library; the hit share may differ from the screen's.
